MCF10A rereplic: A quantitative high throughput screen for small molecules that induce DNA re-replication in MCF 10a normal breast cells | MCF 10A DNA re-replication, Hoechst nuclear intensity, 48 h | Potency, µM (series often up to 46.1 µM), for inactives: at the highest dose activity, positive = re-replication, actives largely listed as activators | hit rate 2.9% among 350,000 | AID 624296, 2012; note: potency is the fitted concentration of half-maximal effect; % of control where 0% means no effect; nearly all actives have a fitted effect of over 50% in size
S2 tox: Viability Counterscreen for Primary qHTS for Inhibitors of ATXN expression. S2 cells (HEK-293 line with an ATXN2-luciferase reporter) viability, CellTiter-Fluor protease fluorescence, 24 h. Potency, µM (titrated, usually from 56.7 µM), usual class: cytotoxic. hit rate 0.49% among 400,000; note: potency is the fitted concentration of half-maximal effect; nearly all actives have a fitted effect of over 40% in size
A549 tox: Nrf2 qHTS screen for inhibitors: counterscreen for cytotoxicity | A549 ARE-Fluc cells, CellTiter-Fluor viability, 18-24 h | Potency, µM (series often up to 46 µM), inactives show at the top dose activity change, negative = cytotoxicity, usual class: inhibitors | hit rate 0.16% among 390,000 | AID 504648, 2011; note: potency is the fitted concentration of half-maximal effect; % is set by controls: 0 for no effect and ±100 for the full control effect
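A549 ARE_Fluc cells in 5% FBS OPTI-MEM were exposed to compounds in concentration-response for 18-24 h at 37 deg C. Viability was read by CellTiter-Fluor fluorescence (Ex 405/Em 525) after 30 min, before the luciferase read.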
Nrf2 block: Nrf2 qHTS screen for inhibitors; hit rate 2.1% among 360,000; A549 ARE-Fluc reporter, luciferase luminescence, 18-24 h; Potency, µM (titrated, usually from 46 µM), without a hit: top-dose activity change, negative = inhibition, usual class: inhibitors; note: potency is the fitted concentration of half-maximal effect; % is set by controls: 0 for no effect and ±100 for the full control effect; nearly all actives have a fitted effect of over 60% in size
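Nrf2 function is reported as luminescence of an ARE-controlled luciferase in A549 cells. Compounds were tested at several concentrations, and a CellTiter-Fluor read on the same wells flagged cytotoxicity.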
TGFb SMAD3 inh: qHTS for Inhibitors of TGF-b. HepG2 CAGA-GFP TGF-b/SMAD3 reporter, GFP fluorescence, 18 h; TGF-beta stimulated, 500 pg/mL final. Potency, µM (top dose mostly 46.1 µM), inactives show top-dose activity, negative = inhibition, hits mostly inhibitors. hit rate 1.2% among 410,000. AID 588855, 2011; note: potency is the fitted concentration of half-maximal effect; % is set by controls: 0 for no effect and ±100 for the full control effect; nearly all actives have a fitted effect of over 65% in size
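First, reporter cells (HEPG2 CAGA-GFP) rested 2 h at 37 degrees C. Next, compounds were pinned in and TGF-beta added to 500 pg/mL final. After 18 h, GFP was imaged per cell and summed per well.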
Nrf2 activator: qHTS of Nrf2 Activators; AREc32 ARE-luciferase reporter (MCF7-derived line), luminescence, 24 h; hit rate 0.31% among 410,000; AID 624171, 2012; Potency, µM (highest dose often 46.1 µM), for inactives: at the highest dose activation, usual class: activators; note: potency is the fitted concentration of half-maximal effect; % of control where 0% means no effect; nearly all actives have a fitted effect of over 65% in size
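Luciferase luminescence (Steady-Glo, 30 min at room temperature) served as the read-out of ARE activation in AREc32 cells treated with compounds for 24 hr at 37 deg C.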
HepG2 viability: qHTS for Inhibitors of TGF-b: Cytotox Counterscreen | hit rate 0.76% among 410,000 | Potency, µM (series often up to 46.1 µM), for the others: top-dose activity change, negative = cytotoxicity, hits mostly cytotoxic | HepG2 CAGA-GFP viability, ATP luminescence, 18 h | AID 588856, 2011; note: potency is the fitted concentration of half-maximal effect; some results filed as inactive show a strong effect at the top dose
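CellTiter-Glo luminescence gave cytotoxicity after 18 hours at 37 degrees C. The cells were HepG2 CAGA-GFP in 1% FBS DMEM, stimulated with 500 pg/mL TGF-beta after compound addition. %Activity was normalised to no-cell wells (complete cell-killing) and DMSO (no toxicity), and curves were fitted and classified.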
IL1B secr inh: qHTS for Inhibitors of Inflammasome Signaling: IL-1-beta AlphaLISA Primary Screen. hit rate 4.7% among 360,000. activity change, % at 57.5 µM. AID 743279, 2014. THP-1 LPS/ATP IL-1B secretion, AlphaLISA, 16 h; stronger effect = lower value; in the data active = activity change below about -50%; inconclusive = mostly about -30% to -49%; note: % is set by controls: 0 for no effect and ±100 for the full control effect
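THP-1 cells pretreated 1 hr with compounds (up to 57.5 uM final), then stimulated with LPS (250 ng/mL final) plus ATP (1.25 mM final); secreted IL-1B measured by AlphaLISA after 16 hr, decreased signal indicating inhibition.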
ATXN2 expr inh: Primary qHTS for Inhibitors of ATXN expression; hit rate 0.72% among 360,000; Potency, µM (highest dose often 57 µM), without a hit: at the top dose activity change, negative = inhibition, hits mostly inhibitors; HEK-293 ATXN2-luciferase reporter, luminescence, 24 h; note: potency is the fitted concentration of half-maximal effect; % is set by controls: 0 for no effect and ±100 for the full control effect; nearly all actives have a fitted effect of over 55% in size
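ATXN2-luciferase reporter cells (luciferase flanked by upstream and downstream ATXN2 gene portions) were treated 24 h at 37 °C with compounds at up to 57 uM. SteadyGlo luminescence gave expression; GF-AFC fluorescence gave viability.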
Starred values were filed as active, the others as inactive; i = inactive; u = inconclusive; x = no result given; [ ] = dose if it differs, or a comment. Unless noted, calls come from the whole dose curve; as a rule, active = well fitted curve in the direction sought with a large enough effect; inconclusive = small, poorly fitted or top-dose-only effect, or another doubt; inactive = no such curve, though single readings can be large; an effect the other way counts as inactive or inconclusive.

mol	MCF10A rereplic	S2 tox	A549 tox	Nrf2 block	TGFb SMAD3 inh	Nrf2 activator	HepG2 viability	IL1B secr inh	ATXN2 expr inh
COc1ccc(C(=O)N2CCC(O)(c3ccc(Cl)cc3)CC2)cc1OC	-3%	i	1%	4%	4%	0.8%	-19%	15	5%
CCOC(=O)C1=CN(Cc2cccc(F)c2)S(=O)(=O)N(C)C1CCc1ccccc1 (stereo not given)	-24%	i	11%	-30%	u	4.4%	-34%	24	-10%
Cc1cccc(NC(=O)CNC(=O)[C@H]2O[C@@H](n3ccc(=O)[nH]c3=O)[C@H](O)[C@@H]2O)c1C	x	i	x	x	0%	-0.9%	-18%	10	2%
CC(=O)C(C(C)=O)C1(O)C(=O)c2ccccc2C1=O	u	i	-14%	5%	u	14%	-2%	21	-39%
O=c1oc(-c2cccnc2)nc2ccccc12	0%	i	0%	28%	-1%	0.2%	0%	9	-13%
O=C(N/C(=C/c1ccco1)C(=O)N1CCCCCC1)c1ccccc1	-32%[inhibitor]	i	2%	2%	-2%	-0.1%	-14%	6	-4%
Cc1cccc(N2CCN(C(=O)CCCSc3nc4ccccc4[nH]3)CC2)c1C	-6%	i	-11%	u	u	-0.3%	-34%	u	-22%
C=CCn1c(SCC(=O)NC(=O)NC)nnc1C1CCCCC1	-2%	i	0%	-9%	-10%	-0.6%	5%	39	3%
COc1cc(C(=O)N/N=C/c2ccc(OC(=O)c3cccc(C)c3)c(OC)c2)ccc1O	1%	i	-3%	15%	0%	2.0%	1%	-1	6%
CCCCCCCCn1cnc2c(N)c(C)c(C)cc21	25%	i	-8%	x	u	0.9%	20µM*	-12	-35%
CCC/C=N/NC(=O)c1cc(-c2ccccc2)nc2ccccc12	-2%	i	-2%	-3%	-1%	2.9%	-1%	22	-21%
CCOC(=O)CSc1nc2ccc(NC(=O)c3ccccc3)cc2s1	x	i	2%	15%	u	2.3%	-33%	x	13%
COCCN(C(=O)CSc1nnc(-c2ccc(Cl)cc2)o1)c1c(N)n(CC(C)C)c(=O)[nH]c1=O	4%	u	-9%	-6%	10%	0.3%	8%	5	-1%
O=C(COC(=O)c1cccs1)Nc1ccccc1[N+](=O)[O-]	-23%[9.22 µM]	i	6%	4%	-10%	11µM*	-27%	25	-28%
O=C(Nc1cccc(O)c1)C1CC(c2cccc(Br)c2)=NO1 (stereo not given)	-1%	i	-4%	-2%	-26%	-0.1%	0%	-2	-22%
CCc1cc(C(=O)NNC(=O)CCl)sc1C	u	28µM*	-9%	-13%	1%	u	-31%	-28	x
CCn1cc(/C=N\NC(=O)C2(C)CC2(Cl)Cl)c(C)n1 (stereo not given)	1%	i	-5%	-8%	0%	0.3%	3%	28	1%
CCCOC(=O)CSc1nc(N2CCOCC2)c2c(c1C#N)CC(C)(C)OC2	11%	i	4%	u	3%	-0.1%	3%	16	20%
Nc1nc(Nc2cccc(F)c2)nc(NCc2ccco2)c1[N+](=O)[O-]	u	i	-6%	9%	u	u	-24%	-4	-4%
O=C(CSCc1ccccc1)N1CCc2ccccc21	14%	i	-9%	u	-13%	2.3%	-10%	10	58%[activator]
CN1CCN(C(CNC(=O)C(=O)NC2CCCCC2)c2ccc(F)cc2)CC1 (stereo not given)	2%	i	-1%	7%	6%	-0.1%	-16%	-14	-3%
Cc1nc(-c2ccccc2)cs1	-1%	i	-1%	11%	-4%	-0.6%	-1%	12	3%
CC1=CC(=NNS(=O)(=O)c2ccc([N+](=O)[O-])cc2)CC(C)(C)C1	9%	i	-6%	-21%	-2%	0.4%	1%	8	1%
Cc1ccc(CNC(=O)CCS(=O)(=O)c2cc(Br)cc3c2N(C(=O)C2CC2)CC3)o1	13%	i	2%	x	-17%	1.8%	-3%	-17	2%
CCOc1ccccc1-n1c(SCC(=O)NC(C)(C)C)nnc1-c1ccoc1C	-2%	i	-5%	6%	u	-0.7%	-21%	5	-3%
CCc1nc2ccc(C(=O)Nc3ccc4c(c3)OCC(=O)N4)cn2c1N(C)C(=O)Cc1ccccc1	x	i	x	x	13%	2.2%	0%	-22	5%
Cc1cc2cc(CN3C(=O)c4ccccc4C3=O)ccc2n1C	u	i	-3%	-20%	5%	-1.0%	-6%	21	-13%
Cc1cc(/C=C2/NC(=O)NC2=O)c(C)n1-c1sc2c(c1C#N)CCCC2	u	i	-8%	-3%	-4%	-0.6%	-7%	3	-9%
C=CCc1cc(OC)ccc1OCCON1C(=O)CCC1=O	-3%	i	1%	6%	18%	0.1%	11%	23	1%
COCCN(CC(=O)Nc1cccc(C)c1C)C(=O)c1cc2ccccc2cc1OC	u	i	u	u	-20%	3.9%	-19%	-6	9%

3 entries already listed, ordered by their value in Nrf2 activator, smallest number first.
| SMILES | TGFb SMAD3 inh | Nrf2 activator | IL1B secr inh |
| --- | --- | --- | --- |
| CCOc1ccccc1-n1c(SCC(=O)NC(C)(C)C)nnc1-c1ccoc1C | u | -0.7% | 5 |
| Cc1cccc(N2CCN(C(=O)CCCSc3nc4ccccc4[nH]3)CC2)c1C | u | -0.3% | u |
| CCCOC(=O)CSc1nc(N2CCOCC2)c2c(c1C#N)CC(C)(C)OC2 | 3% | -0.1% | 16 |

The results go on:
mol	MCF10A rereplic	S2 tox	A549 tox	Nrf2 block	TGFb SMAD3 inh	Nrf2 activator	HepG2 viability	IL1B secr inh	ATXN2 expr inh
CC1CC(C)CN(C(=O)COC(=O)COc2ccc(C#N)cc2)C1 (stereo not given)	0%	i	7%	-14%	2%	-0.5%	0%	9	-13%
COc1ccc(-c2cc(C(F)(F)F)n3nc(C(=O)O)c(Cl)c3n2)cc1OC	x	x	-2%	12%	13%	3.9%	3%	x	x
CN(C)c1ccc(CNC(=O)c2cnc3sc(N4CCCCCC4)nn3c2=O)cc1	x	x	7%	-4%	-7%	0.4%	-5%	x	x
O=C(CN(Cc1ccccc1)C(=O)c1csnn1)NCCc1ccccc1	3%	x	0%	1%	20%	-0.5%	4%	2	1%
CC1CC(C)CN(CC(=O)Nc2cc(S(=O)(=O)N3CCOCC3)ccc2N2CCCC2)C1 (stereo not given)	3%	i	-2%	2%	2%	0.0%	-15%	-8	1%
O=C(NCc1ccc(Cl)c(Cl)c1)C1CCCC1	14%	x	-15%	-11%	0%	-0.1%	-23%	x	-18%
CCN(CCCNC(=O)C1CCN(S(=O)(=O)c2cnc[nH]2)CC1)c1cccc(C)c1	5%	i	10%	u	7%	-0.3%	9%	4	20%
O=c1c2[nH]c3ccc(F)cc3c2nc2n1CCS2	-2%	i	-1%	0%	-6%	2.3%	-2%	-9	-29%
O=C(NC1CCN(Cc2ccccc2)CC1)c1cccc(OC(F)F)c1	5%	i	0%	7%	-10%	2.2%	-3%	u	-2%
Cc1nn(-c2ccccc2)nc1C(=O)Oc1cc(C(F)(F)F)nn1-c1ccccc1	1%	i	11%	-10%	44%[activator]	-0.6%	42%	-4	-22%
Cc1cccc(CCNC(=O)c2cc(S(=O)(=O)N3CCOCC3)cn2C)c1	11%	i	2%	-8%	6%	-0.2%	1%	-5	9%
Cc1cc(C)c(S(=O)(=O)c2ccccc2)c(OC(=O)c2c(F)cccc2F)n1	4%	i	-3%	u	0%	-0.2%	2%	12	-24%[11.3 µM]
O=C(/C(=C(\O)c1ccccc1)c1nc2ccccc2[nH]1)c1ccccc1	u	i	-15%	-4%	-16%	-0.3%	-39%	u	-5%
CC(C)(C)[C@H]1COC(=O)[C@@H](NC(=O)OCC2c3ccccc3-c3ccccc32)C/C=C\C[C@@H](CC(=O)N[C@@H](CO)Cc2ccccc2)C(=O)N1	7%	u	u	-11%	u	5.0%	-26%	-7	-6%
Cc1ccc(OCC(=O)N2CCN(C3=NS(=O)(=O)c4ccccc43)CC2)cc1	1%	i	3%	2%	2%	0.0%	-9%	-5	-6%
CCCNS(=O)(=O)c1ccc(OCC(=O)NCCC2=CCCCC2)cc1	0%	i	16%	9%	-1%	0.2%	-12%	5	-10%
COCCNS(=O)(=O)c1cc(C)c(C)cc1C	-2%	i	-6%	14%	0%	0.0%	4%	8	8%
O=C(NCCCO)c1cc([N+](=O)[O-])cc2c1C=Cc1ccccc1O2	-1%	i	1%	-3%	-8%	5.3%	-12%	-7	-2%
CC(=O)Nc1ccc(Nc2nc(-c3sc(NC(C)=O)nc3C)cs2)cc1	u	u	-9%	-25%	-7%	-1.0%	-13%	-95*	-37%
S=C1NCN(Cc2cccnc2)CN1Cc1ccccc1	-3%	i	0%	-9%	-6%	-0.8%	-27%	29	3%
CCCCCCOC(=O)CC1CC(C(C)=O)C1(C)C (stereo not given)	7%	i	-17%	u	7%	0.0%	2%	-4	30%
CCOc1ccc(S(=O)(=O)NCCC(=O)N2CC=C(c3ccccc3)CC2)cc1	u	i	-2%	u	u	-0.3%	-7%	-11	u
OC(Cc1cccc(Br)c1)c1ncc(-c2ccccc2C(F)(F)F)[nH]1 (stereo not given)	x	i	x	x	u	-0.7%	-6%	3	-16%
O=C(CN(c1ccc(F)cc1)S(=O)(=O)c1ccccc1)Nc1ccccc1C(=O)O	4%	i	3%	-10%	-27%	-0.2%	6%	34	41%[activator]

Assay outcomes from PubChem.

Rows were taken by chance, and some 8.8% of all compounds hit somewhere here.
